# Screening results: PubChem BioAssay, several laboratories
# CCHF vOTU inh: blocks the CCHF virus ovarian tumor domain protease; CCHFV vOTU protease, Pep-AMC fluorescence; AID 651958; 370,000 compounds, 0.55% hits; inhibition, % at 11.5 µM; further: 0% = vehicle wells with enzyme and 100% = no enzyme wells
# Mtb FBA inh: inhibitors of M. tuberculosis fructose-bisphosphate aldolase; purified M. tuberculosis FBA, fluorescence read-out; inhibition, % at 1 µM; 360,000 compounds, 2.3% hits; AID 588726; P9WQA3; in the data active means inhibition above about 27%;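 further: 0% = vehicle and 100% = reference inhibitor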
# Target sequence (P9WQA3 whole entry, looked up): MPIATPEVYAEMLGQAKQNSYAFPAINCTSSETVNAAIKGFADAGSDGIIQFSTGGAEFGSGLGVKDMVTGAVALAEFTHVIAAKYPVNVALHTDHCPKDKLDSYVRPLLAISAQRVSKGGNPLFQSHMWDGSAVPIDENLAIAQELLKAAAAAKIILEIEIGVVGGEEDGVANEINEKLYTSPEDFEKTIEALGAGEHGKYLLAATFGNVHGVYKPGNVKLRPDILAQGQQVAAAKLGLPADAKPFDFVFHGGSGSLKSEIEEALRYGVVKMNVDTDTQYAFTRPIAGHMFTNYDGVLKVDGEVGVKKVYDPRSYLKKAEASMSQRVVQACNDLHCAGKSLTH
# BioA inh: blocks M. tuberculosis BioA enzyme activity; purified M. tuberculosis BioA enzyme, plate reader; inhibition, % at 9.99 µM; 360,000 compounds, 0.096% hits; AID 602481; in the data active means inhibition above about 40%; inconclusive means no clear call, values can overlap the other calls
# MazEF act: activators of E. coli MazEF toxin-antitoxin RNase; 350,000 compounds, 0.32% hits; P0AE70; AID 504720; FAM/BHQ RNA-DNA oligo cleavage fluorescence, 5 h; activation, % at 20 µM; in the data active means activation above about 50%
# Target sequence (P0AE70 whole entry, looked up): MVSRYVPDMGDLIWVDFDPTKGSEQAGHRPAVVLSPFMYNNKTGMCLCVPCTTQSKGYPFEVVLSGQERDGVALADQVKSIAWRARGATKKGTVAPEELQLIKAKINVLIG
# GDH-TPI inh: counter-screen for M. tuberculosis FBA inhibitors: GDH-TPI coupled enzymes; inhibition, % at 4.8 µM; 360,000 compounds, 1.2% hits; GDH-TPI coupled enzyme counterscreen, NADH absorbance;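 further: 0% = DMSO wells and 100% = wells lacking the enzyme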
# Rv3671c protease: Rv3671c (M. tuberculosis) protease inhibition; 320,000 compounds, 0.048% hits; P9WHR9; inhibition, % at 5.96 µM; in the data active means inhibition above about 38%;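 further: extracellular domain of Rv3671c used as enzyme; 0% = enzyme with DMSO and 100% = no enzyme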
# FadD28 binding: M. tuberculosis FadD28 bisubstrate binding inhibition; FadD28 bisubstrate probe binding, fluorescence polarization; inhibition, % at 12.5 µM; 360,000 compounds, 0.22% hits; AID 588549; in the data active means inhibition above about 8.5%, passing the limit was not always enough; inconclusive means no clear call, values can overlap the other calls
# VHR inh abs: blocks human VHR1 dual specificity phosphatase | recombinant VHR phosphatase, pNPP absorbance | P51452 | 290,000 compounds, 0.52% hits | inhibition, % at 13.3 µM; in the data active means inhibition above about 50%; further: some compounds called inactive have numbers as strong as hits
# Target sequence (P51452 whole entry, looked up): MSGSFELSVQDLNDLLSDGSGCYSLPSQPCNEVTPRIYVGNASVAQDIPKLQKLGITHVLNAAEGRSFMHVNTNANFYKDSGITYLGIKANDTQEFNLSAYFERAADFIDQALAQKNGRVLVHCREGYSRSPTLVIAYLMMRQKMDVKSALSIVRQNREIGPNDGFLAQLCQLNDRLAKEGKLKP
# BoNT-F LC inh: blocks Botulinum neurotoxin F light chain protease | Multiplex microsphere protease cleavage assay, flow cytometry | AID 588497 | inhibition, % at 10 µM | 360,000 compounds, 0.22% hits; in the data active means inhibition above about 35%, passing the limit was not always enough; inconclusive means no clear call, values can overlap the other calls; further: plate controls were buffer without enzyme for full effect and enzyme alone for no effect
# UGM FP inh: blocks M. tuberculosis UGM enzyme. P9WIQ1. purified UGM, fluorescence polarization probe displacement. inhibition, % at 10 µM. 320,000 compounds, 0.06% hits; in the data active means inhibition above about 10%, passing the limit was not always enough; inconclusive means no clear call, values can overlap the other calls
# Target sequence (P9WIQ1 whole entry, looked up): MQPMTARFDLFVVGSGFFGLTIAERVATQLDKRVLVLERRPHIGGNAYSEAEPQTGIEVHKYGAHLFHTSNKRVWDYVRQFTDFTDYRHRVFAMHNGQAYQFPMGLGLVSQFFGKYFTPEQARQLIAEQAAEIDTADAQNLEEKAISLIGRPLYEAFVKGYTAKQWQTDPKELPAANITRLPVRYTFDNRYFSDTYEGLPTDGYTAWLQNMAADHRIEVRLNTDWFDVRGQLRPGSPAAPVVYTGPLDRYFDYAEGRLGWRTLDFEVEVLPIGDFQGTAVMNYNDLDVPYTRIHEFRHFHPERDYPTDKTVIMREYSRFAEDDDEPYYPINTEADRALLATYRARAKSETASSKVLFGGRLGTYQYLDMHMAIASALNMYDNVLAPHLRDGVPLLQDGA
# * marks the source's active call; other numbers are inactive results; ? = inconclusive; / = no result given. Unless noted, no stated cut-off is given here; in the data, active means inhibition above about 30%; inactive means the rest.
Compound	CCHF vOTU inh	Mtb FBA inh	BioA inh	MazEF act	GDH-TPI inh	Rv3671c protease	FadD28 binding	VHR inh abs	BoNT-F LC inh	UGM FP inh
Cn1c(=O)n(C)c2cc(NC(=O)c3ccccc3[N+](=O)[O-])c(Br)cc21	1	3	1.6	-3	-2	5	-3.7	-13	-7	-1.7
Fc1cccc(CCN2CCNC[C@@H]2c2ccccc2)c1	-2	5	0.1	6	10	-1	-1.5	/	-7	-1.2
COc1nc2ccccc2nc1N1CCN(C)CC1	12	0	/	-1	14	/	-1.6	23	0	0.0
Cc1ccc(C(=O)CN2C(=O)c3ccccc3S2(=O)=O)cc1	15	3	-0.8	6	5	-3	-2.9	5	?	-1.9
Cc1cccc(C)c1NC(=O)CN(C)C(=O)CCc1nc2sc3c(c2c(=O)[nH]1)CCCC3	-10	0	-1.3	-13	8	-3	-4.7	/	-7	-2.6
CC(=O)Nc1ccc(C2Nc3ccccc3C(=O)N2C2CCCCC2)cc1 (configuration not stated)	-86	61*	1.6	-2	4	-4	0.2	19	9	-1.1
O=C(c1ccco1)n1c(=S)nc2ccccn21	3	-4	/	5	52*	0	-0.6	-18	2	-4.0
O=[N+]([O-])c1ccc(NCCNc2ccc(Cl)nn2)cc1	-2	-8	0.5	4	10	-11	-5.4	0	-5	-1.5
C[N+](C)(C)c1ccc(/C=N/Nc2nc(Cl)c(C#N)c(Cl)c2Cl)cc1	6	-5	/	10	38*	17	-1.0	-8	7	1.5
O=C(CCN1C(=O)COc2ccccc21)N1CCCCC1	1	2	0.6	-8	7	0	-1.8	32	0	1.3
COc1ccc(NS(=O)(=O)c2ccc(C)c(NC(=O)CN3C(=O)NC4(CCCC4)C3=O)c2)cc1	-14	2	-1.0	5	6	2	-4.0	/	-9	0.7
COc1cc([N+](=O)[O-])ccc1NC(=O)CC1SC(=Nc2ccc(F)cc2)N(CCC2=CCCCC2)C1=O (configuration not stated)	6	-1	/	-3	2	-13	-3.9	38	2	0.7
CC(C)(C)c1ccc(/C=N/Nc2ccc(C(=O)O)cc2)cc1	14	-3	0.3	-3	42*	-1	6.8	-4	0	1.1
Cc1cc(/C=C2\C(=O)NC(=O)N(C)C2=O)c(C)n1-c1ccc2c(c1)OCO2	34*	1	1.9	8	3	-6	-3.7	21	5	2.0
CC1CCCCC1NC(=O)CSc1nnc(N)s1 (configuration not stated)	6	-1	-0.8	2	-9	-10	-4.6	-16	-26	-1.0
O=C(NCC1CCCO1)C1CCCN(c2ncccn2)C1 (configuration not stated)	-2	5	1.6	0	8	3	-0.7	12	2	4.2
CCOc1ccc(S(=O)(=O)N(CC(=O)NN=C2CCN(C)CC2)c2ccc(C)cc2)cc1	12	2	-0.2	1	-4	/	-0.1	26	1	3.0
Cc1[nH]nc(Nc2ccc(C(C)C)cc2)c1[N+](=O)[O-]	2	-4	-0.1	5	22	0	-1.4	-10	-4	0.3
CC1(C)CC(=O)C(C(=S)Nc2ccccc2)=C(NC2CC(C)(C)NC(C)(C)C2)C1	-14	3	/	-9	10	-5	-1.1	22	1	0.2
O=C(COc1ccc(S(=O)(=O)N2CCOCC2)cc1)NC1CC1	13	0	/	-25	0	0	-1.8	2	6	6.4
COc1cccc(CN2CCN(C3CCN(c4ccccc4C)CC3)CC2CCO)c1 (configuration not stated)	10	1	/	-4	1	-3	-1.8	15	-3	-0.9
O=C1CCC(=O)N1OCCOc1ccccc1	-8	2	-1.2	-9	4	-6	-1.9	5	-3	-0.1
CC1CCCC(NC(=O)CSc2nnc(N)s2)C1C (configuration not stated)	-8	2	1.8	9	-3	4	0.5	3	0	3.0
COc1ccc(CN2C[C@H](C)[C@@H](CC(=O)NCc3ccccc3)C2=O)cc1	5	0	1.3	6	7	11	-3.3	20	12	0.2
CCOCCCNCc1ccc(OCC(=O)N2CCOCC2)c(OC)c1	-10	1	10	3	-9	-3	-3.2	42	0	2.2
COc1ccc2nc(N(CCN(C)C)C(=O)c3ccc4c(c3)OCCO4)sc2c1	13	2	-0.1	3	8	0	-2.2	15	6	-1.0
O=P(CCl)(Nc1ccccc1)C(Cl)(Cl)Cl (configuration not stated)	-1	2	/	0	2	11	4.0	17	6	-0.6
CC(=O)c1ccc(NC(=O)Cn2cnc(S(=O)(=O)N3CCOCC3)c2)cc1	22	4	-1.0	11	9	-6	-1.9	-4	-1	1.0
CN1CCN(Cc2cc(Cl)c3cccnc3c2OC(=O)c2cccs2)CC1	-4	-1	0.2	3	6	3	-1.9	-5	-7	-3.4
COc1ccccc1-c1oc2ccccc2c1C#CCCO	-11	65*	-1.3	-12	20	-7	-14	/	-11	1.4
O=C(Nc1ccc(F)cc1)N(Cc1nnc2n1CCCCC2)c1ccccc1	-2	2	0.6	-5	-6	1	-2.6	27	-12	1.0
COc1ccc(C2c3cc4c(cc3OC(NNC(N)=O)C2C)OCO4)cc1 (configuration not stated)	10	2	/	-10	10	/	-2.6	/	-6	/
CCC(C(=O)c1ccccc1)P(=O)(NN)c1ccccc1 (configuration not stated)	-1	3	-1.3	0	7	1	-1.6	-13	4	-0.2
Cn1c(=O)c2c(nc(Cc3ccc(N)cc3)n2C)n(C)c1=O	-11	0	-0.4	34	4	-7	-2.1	9	5	1.2
Cc1nc(CN2CCN(S(=O)(=O)c3c(Cl)cc(Br)cc3Cl)CC2)cs1	-12	-2	/	3	2	/	-4.5	/	-4	/
CCOc1ccc(NC(=O)c2ccc(CC)s2)c([N+](=O)[O-])c1	7	-4	-3.0	-4	7	0	1.7	-11	-2	-0.4
CCc1ccc[n+](-c2[nH]c(=O)sc2/C=N/N=C(\N)[O-])c1	-11	1	/	2	6	9	-3.1	8	4	0.8
Cc1cccc(NC(=O)Nc2ccc(S(N)(=O)=O)cc2)c1	-9	1	-1.4	3	-7	-9	-1.0	0	-7	-0.9
COc1ccc(NC(=O)c2ccc(NC(=O)c3nc4nc(C)cc(C)n4n3)cc2)cc1	-6	6	-1.2	-12	4	/	-2.0	/	10	/
COc1ccc(C2C(C(=O)OCC3CCCO3)=C(C)NC3=C2C(=O)CC(c2ccco2)C3)cc1O (configuration not stated)	-6	0	11	-3	13	2	0.0	15	-1	-0.3
Cc1ccc(NC(=S)N2CCN(c3ncccn3)CC2)cc1C	2	-2	/	3	0	5	-0.4	22	-1	1.2
O=C(Nc1cccc(-c2cccc(F)c2)c1)C1CCN(Cc2ccco2)CC1	-3	1	0.8	1	2	/	-4.6	-9	-10	-0.6
O=C(CN1C(=O)NC2(CCCC2)C1=O)Nc1ccccc1C(F)(F)F	1	1	-0.1	9	-5	0	-2.8	-15	19	0.5
CCC1Oc2ccccc2N(CC(=O)NCCN2CCCC2)C1=O (configuration not stated)	4	0	-1.6	11	-9	-2	-1.1	31	1	1.5
O=C(NCc1cccc(C(F)(F)F)c1)c1cc(-c2ccccc2)nn1CC1CC(c2cccnc2)=NO1 (configuration not stated)	4	4	-0.7	1	11	-15	-11	/	-8	1.4
CCCCOc1ccc(C2=NNC(=O)CC2)cc1	-4	1	/	-16	0	0	-1.0	-4	-4	1.2
O=C(Oc1oc(-c2ccco2)nc1C=Nc1ccccc1)c1ccco1	/	-2	0.6	-2	1	8	-5.6	-16	?	1.9
CCN(CC(=O)NCc1ccccn1)S(=O)(=O)c1ccc(Cl)cc1	3	4	-1.1	0	6	-1	-0.4	-12	3	3.5
COc1ccc(NC(=O)CN(C)C(=O)C(C)Sc2ccccc2)cc1 (configuration not stated)	-2	-1	0.0	2	2	4	-1.9	-2	-5	1.7
Cc1cc(N/N=C/c2ccccc2F)nc(NCc2ccccc2)n1	-5	0	/	0	0	-1	-0.7	38	?	0.2

# Compound profiles, from the list above. Order of screens: CCHF vOTU inh	Mtb FBA inh	BioA inh	MazEF act	GDH-TPI inh	Rv3671c protease	FadD28 binding	VHR inh abs	BoNT-F LC inh	UGM FP inh
# `Cc1cccc(C)c1NC(=O)CN(C)C(=O)CCc1nc2sc3c(c2c(=O)[nH]1)CCCC3` is entered as -10	0	-1.3	-13	8	-3	-4.7	/	-7	-2.6
# `CCC1Oc2ccccc2N(CC(=O)NCCN2CCCC2)C1=O` (configuration not stated) is entered as 4	0	-1.6	11	-9	-2	-1.1	31	1	1.5
# `COc1ccc(NS(=O)(=O)c2ccc(C)c(NC(=O)CN3C(=O)NC4(CCCC4)C3=O)c2)cc1` is entered as -14	2	-1.0	5	6	2	-4.0	/	-9	0.7

# Other results follow:
Compound	CCHF vOTU inh	Mtb FBA inh	BioA inh	MazEF act	GDH-TPI inh	Rv3671c protease	FadD28 binding	VHR inh abs	BoNT-F LC inh	UGM FP inh
Cc1nc(-c2ccc(S(=O)(=O)Oc3ccccc3Cl)s2)cs1	-7	-4	/	7	2	-18	0.2	-7	?	-0.1
O=C(O)c1ccccc1N=N/C(=N/Nc1cc(S(=O)(=O)O)ccc1O)c1ccccc1	2	2	0.6	-20	3	-37	8.8*	/	-12	2.2
CC(c1ccccc1)c1nnc(NC(=O)Nc2ccccc2F)s1 (configuration not stated)	8	0	-1.0	7	1	/	-4.4	-20	19	-1.7
COc1ccccc1CNC(=O)C/C(C)=N/NC(=O)COc1ccc(C)cc1Br	9	-3	/	10	7	1	0.6	24	-8	0.4
CCCCC(CC)C(=O)NCC(C)NC(=O)C(CC)CCCC (configuration not stated)	10	-1	-0.5	-3	4	5	-1.0	-1	-6	2.7
OC1CCCN(CC(O)COc2ccc(-c3ccccc3)cc2)C1 (configuration not stated)	7	-1	0.3	1	-7	0	-5.0	35	0	2.0
CC(C)(C)C1CCC(=NNC(=O)CN(c2ccccc2)S(=O)(=O)c2ccccc2[N+](=O)[O-])CC1 (configuration not stated)	-5	-3	-0.5	-2	6	-12	-2.5	-14	-5	1.5
O=C(Cc1ccsc1)N1CCN(S(=O)(=O)c2cccc(F)c2)CC1	-7	1	1.6	2	5	16	-2.2	/	-6	-2.1
COC(=O)c1cc(S(=O)(=O)NCC2CCN(Cc3ccc(F)cc3)CC2)cn1C	-6	1	-1.3	6	-10	-7	-2.0	8	7	-1.7
COc1ccc(OCc2nnc(SCc3ccc(C(=O)O)cc3)o2)cc1	-8	4	/	1	6	6	-2.5	2	-8	0.6
CCCCNC(=S)N(C)/N=C/c1ccccc1C(=O)O	3	0	3.6	3	7	-3	-2.9	16	1	-0.3
COC(=O)c1ccc(COc2ccc(C3C4=C(CCCC4=O)Nc4onc(C)c43)cc2)cc1 (configuration not stated)	-21	12	/	-14	18	-15	-0.1	17	-6	3.5
O=C(CSc1nnc(CNC(=O)c2ccccc2F)o1)NC1CCCCC1	-2	-2	-0.7	6	4	0	-0.1	10	1	-0.3
COc1ccccc1/C=C/c1nc2ccc(OC(C)=O)cc2c(=O)o1	-12	4	-1.1	7	16	-1	-2.3	-4	?	-0.1
COC(=O)c1sccc1NC(=S)N(C)C1CCCCC1	-3	-1	/	10	3	11	-4.0	2	1	1.8
CC1(C)CC(=O)C2=C(C1)NC(=O)CC2c1cc2c(cc1Br)OCO2 (configuration not stated)	5	5	-0.3	-7	13	-1	-2.6	3	8	0.2
O=C(CSc1ccc2nnc(-c3cccnc3)n2n1)NCC1CCCO1 (configuration not stated)	-3	14	0.0	-2	9	-4	-1.9	25	-6	/
Cc1cnc(NC(=O)CSc2c(Cl)cccc2Cl)s1	8	-1	-0.9	12	3	-5	-2.8	37	-2	-1.6
COc1cc(OC)cc(C(=O)Nc2ccccc2NC(C)=O)c1	13	3	-0.7	3	1	-3	-1.7	13	-4	5.0
CC(C)C[C@H]1CNC(=S)N1CC1CCN(CC2CCCC2)CC1	-3	2	-0.3	1	-1	/	-0.7	/	-4	/

# No enrichment for hits. About 4.9% of those tested had a hit in this group.
